NPY-Y1 antag: antagonists of human neuropeptide Y receptor Y1. inhibition, % at 3.6 µM. HEK293-CNG Y1 cells, membrane potential fluorescence; NPY at EC95, then isoproterenol. AID 1040. P25929. 1% of 200,000 active;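 active means inhibition above the campaign mean inhibition of all tested compounds plus 3 SD, cut at about 20% in these data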;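 further: 0% = DMSO wells given NPY plus isoproterenol and 100% = isoproterenol alone without NPY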
Target sequence (P25929 whole entry, looked up): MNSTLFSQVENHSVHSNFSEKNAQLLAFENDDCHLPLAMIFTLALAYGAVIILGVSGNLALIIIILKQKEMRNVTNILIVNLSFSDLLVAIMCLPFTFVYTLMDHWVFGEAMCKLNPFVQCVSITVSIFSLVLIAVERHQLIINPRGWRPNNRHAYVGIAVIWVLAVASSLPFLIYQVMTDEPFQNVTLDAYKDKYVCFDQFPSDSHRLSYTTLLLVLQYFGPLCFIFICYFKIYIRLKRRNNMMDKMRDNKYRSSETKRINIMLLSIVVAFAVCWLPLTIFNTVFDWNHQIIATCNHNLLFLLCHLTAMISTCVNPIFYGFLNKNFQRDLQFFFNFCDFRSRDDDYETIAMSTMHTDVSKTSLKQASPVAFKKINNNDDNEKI
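Test system: HEK293 cells co-expressing NPY Y1 receptor and cyclic-nucleotide gated channel; Also added: NPY (25 nM), isoproterenol (1 µM), Ro 20-1724 (25 µM); Compound dosing: one concentration, 3.6 µM, in 0.4% DMSO; Timing: dye 3 h, compound 60 min room temperature, stimulation 45 min; Technique: Membrane-potential fluorescent dye readout.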
PPC-1+TRAIL kill: compounds killing PPC-1 cancer cells with TRAIL present (potentiator screen, no TRAIL-free arm) | PPC-1 cells + TRAIL, ATPLite viability luminescence | cell killing (% activity), % at 4 µM | 0.41% of 220,000 active | AID 1443;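 active means cell killing above 50% in the first pass at 4 µM, then a duplicate retest at 5 µM averaging 50% or more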;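 further: plate controls were cells with TRAIL plus DMSO for no effect and medium-only wells lacking cells for full effect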
EP2 modulator: EP2 receptor (human) modulation | P43116 | EP2-expressing cells, cAMP HTRF FRET, PGE2 co-stimulation | induction, % at 25 µM | 0.83% of 260,000 active;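 active means compounds whose cAMP rise, as percent of the full-agonist control response, exceeds 60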;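 further: rat C6 glioma line stably carrying human EP2 under a CMV promoter; the protocol text gives 20 µM as final concentration; 100% = response of wells given 1 µM PGE2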
Target sequence (P43116 whole entry, looked up): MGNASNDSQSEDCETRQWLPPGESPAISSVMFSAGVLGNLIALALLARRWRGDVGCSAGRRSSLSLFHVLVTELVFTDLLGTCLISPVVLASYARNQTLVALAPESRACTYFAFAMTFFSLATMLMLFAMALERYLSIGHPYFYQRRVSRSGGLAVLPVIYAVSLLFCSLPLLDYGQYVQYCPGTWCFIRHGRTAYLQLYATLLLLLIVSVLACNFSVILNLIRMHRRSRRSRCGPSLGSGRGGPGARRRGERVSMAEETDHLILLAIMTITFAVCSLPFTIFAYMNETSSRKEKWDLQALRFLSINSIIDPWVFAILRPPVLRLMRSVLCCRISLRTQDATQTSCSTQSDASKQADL
CHOP inh: blocks CHOP induction under ER stress; inhibition, % at 10 µM; CHO-K1 CHOP-promoter luciferase, tunicamycin-induced, 15-18 h; AID 2732; 3.8% of 220,000 active;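 active means compounds that reduced the stress-induced luciferase reporter signal by more than about 70% of percent inhibition, limit read from the data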;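 further: 0% = tunicamycin plus vehicle and 100% = wells without tunicamycin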
TRPML3 agonist: activates the human TRPML3 channel; 0.29% of 220,000 active; HEK293 TRPML3-YFP, Fluo-8 calcium fluorescence; 100% = the carbachol control signal; activation, % at 3 µM;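 active means activation above its plate's cutoff, the mean activation of the plate's test wells plus 3 SD, cut at about 12% in these data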;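 further: 0% = DMSO only wells and 100% = carbachol wells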
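system = HEK293 cells stably carrying human TRPML3-YFP | doses = one concentration, 3 µM nominal, 0.3% DMSO | timing = dye loading 1 h 37 °C then 30 min ambient, 125 s read | detection = Fluo-8 calcium dye fluorescence, ex 470-495, em 515-575 nm | benchmarks = high control carbachol 87 µM, low control DMSO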
NPY1 pot ag: potentiators or agonists of human neuropeptide Y receptor Y1; AID 1304; P25929; activation, % at 3.6 µM; NPY-Y1 expressing cells, potentiator/agonist activation; 0.37% of 220,000 active; in the data active means activation above about 33%, passing the limit was not always enough;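 further: cells stimulated with NPY at EC10 then isoproterenol at EC100; 0% = low agonist plus stimulus and 100% = saturating agonist plus stimulus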
TRPN1 ag: zebrafish TRPN1 (NompC) channel agonism. HEK293 zebrafish TRPN1-YFP, Fluo-8 calcium fluorescence; 100% = response to 87 µM carbachol. activation, % at 3 µM. 0.18% of 220,000 active. AID 1424;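 active means activation above its plate's cutoff, the mean activation of test wells on that plate plus 3 SD, cut at about 19% in these data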;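 further: 0% = DMSO alone and 100% = 87 µM carbachol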
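Material: zebrafish TRPN1-YFP in HEK293 cells. Doses: one dose of 3 µM, 0.3% DMSO. Incubation: dye 1 h 37 °C plus 30 min RT. Measured by: intracellular calcium fluorescence with Fluo-8.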
EP2 antag: inhibitors of human EP2 prostaglandin E2 receptor. C6 glioma cells expressing human EP2, cAMP TR-FRET; cells stimulated with saturating PGE2. P43116. inhibition, % at 25 µM. 0.52% of 260,000 active;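 active means percent inhibition above 40 after rounding to a whole number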;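 further: rat C6 glioma host cells with rolipram phosphodiesterase inhibitor present; the protocol text gives 20 µM as final concentration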
14-3-3 Bad inh: disrupts binding of bovine 14-3-3 zeta to phospho-Bad peptide | P63103 | TR-FRET 14-3-3zeta/Dy647-pBad peptide displacement, 1 h | inhibition, % at 21.7 µM | 0.71% of 220,000 active;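 active means inhibition above about 70%, limit read from the data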;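 further: 0% = full 14-3-3 plus peptide FRET controls and 100% = background without 14-3-3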
Target sequence (P63103 whole entry, looked up): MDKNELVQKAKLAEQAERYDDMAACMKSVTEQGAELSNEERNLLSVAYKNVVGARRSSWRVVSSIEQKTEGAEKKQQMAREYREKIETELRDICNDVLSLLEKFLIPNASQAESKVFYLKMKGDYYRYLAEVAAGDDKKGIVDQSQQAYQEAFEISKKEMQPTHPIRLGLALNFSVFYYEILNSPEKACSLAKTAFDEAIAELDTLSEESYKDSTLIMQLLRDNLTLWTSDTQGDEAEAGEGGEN
* marks the source's active call; other numbers are inactive results; . = not tested or not shown; [ ] = another dose, or the depositor's remark.

Second line of a record – CHOP inh, PPC-1+TRAIL kill, NPY-Y1 antag, EP2 modulator, NPY1 pot ag, EP2 antag, TRPML3 agonist, 14-3-3 Bad inh, TRPN1 ag
COc1cccc(-c2nnn(C/C(N)=N/O)n2)c1
  -15, 0, 6, 7, 7, 6, 0.1, 7, -0.2
COc1ccc(/C=C/C2=NN(Cc3ccccc3)C(=O)CC2)cc1
  17, 15, 3, -15, -11, 6, -0.5, -10, -0.6
CCCOc1ccc(S(=O)(=O)N2C(=O)CC(=O)N(Cc3ccc(OCC)cc3)C2=O)cc1
  5, 24, ., -7, -25, 11, -0.5, -6, -2.1
Cc1ccccc1-c1nc(CN2CCC(C(=O)N3CCN(c4ccccn4)CC3)CC2)c(C)o1
  31, 2, 5, -14, -50, 2, 0.1, -8, 0.9
COC(=O)c1cc(=O)n(Cc2cccs2)c(=Nc2ccccc2)s1
  -35, -7, ., 38, 9, 8, -0.2, 1, -0.7
COc1ccccc1NC(=O)C1CC(=O)OC1c1ccccc1 (configuration not stated)
  27, -23, 1, 1, -6, 8, 1.0, 1, 0.5
Cc1ccc(C#N)c(SCC(=O)Nc2nccs2)n1
  24, 54*[5 µM], 1, 5, 12, 13, -0.6, -5, 0.8
COc1ccc(CN2CCCC(C(=O)c3cccc(C(F)(F)F)c3)C2)cc1O (configuration not stated)
  17, -15, -2, -19, -11, 1, 1.7, -13, 1.1
Cc1c(C(=O)/C=C/N(C)C)nnn1-c1ccc(Cl)cc1C#N
  6, -28, ., 20, -8, 10, 0.9, -1, -0.1
C/C(=N\NC(=O)c1cc(C)[nH]n1)c1cccs1
  4, 7, 4, 0, -18, 5, 0.9, -7, 0.5
O=C(O)CSc1nnc(-c2cccs2)n1-c1ccc(Cl)cc1
  32, 10, 2, 15, -16, 6, 0.2, -7, 0.7
COc1cccc(C(=O)NCc2ccc3c(c2)cc(C)n3C)c1
  10, 16, -1, -74, -2, 4, 0.8, -8, 1.6
COc1cccc(-c2nnc(-c3ccccc3NC(=O)c3ccc(C(C)(C)C)cc3)o2)c1
  0, -4, ., 13, 11, 13, 0.8, -4, 1.5
CC(=O)Nc1cccc(NC(=O)c2ccc(C)c([N+](=O)[O-])c2)c1
  0, 20, 6, -54, 5, 9, 0.7, 6, 3.3
CCOC(=O)c1c(-c2ccc(C)o2)csc1NC(=O)CSc1ncn[nH]1
  30, -16, 6, 10, -17, 3, 0.1, -3, 1.7
O=C1NC(Cc2c[nH]c3ccccc23)C(=O)N1Cc1ccc(CN2C(=O)NC(Cc3c[nH]c4ccccc34)C2=O)cc1 (configuration not stated)
  2, 15, -4, -37, 2, 10, 0.8, -4, 0.1
COC(=O)c1cc(NC(=O)CN2CCOCC2)cc(C(=O)OC)c1
  4, -8, -3, 15, -8, 0, 0.6, 1, -0.1
Fc1ccc(NC(=S)NCc2cccnc2)cc1
  1, 16, 6, -14, -5, 11, 0.7, -9, 0.8
Cc1ccc(-n2nc3ccc(NC(=O)c4cccc([N+](=O)[O-])c4C)cc3n2)cc1
  33, 16, 4, -91, 5, 6, 0.5, 3[fluorescence artefact?], -0.8
CCOC(=O)CC(NC(=O)CCc1c(C)nc2nc(C)nn2c1C)c1ccc(C)cc1 (configuration not stated)
  21, 28, 0, 16, 4, 8, 0.7, -7, -0.5
COCCN(C(=O)C(C)C)c1nnc(-c2cccc(C)c2)s1
  43, 22, 0, 7, 10, 13, 0.2, 3, -0.8
CCN(CC)c1ncccc1C(=O)NCc1cccs1
  34, -38, -9, 3, 1, 12, 0.8, -9, -1.2
Cc1nc([N+](=O)[O-])c(C(=O)OCc2ccccc2Br)n1C
  26, 7, 3, -9, -10, 5, 0.8, -1, 0.9
Cc1ncc(N=Nc2ccccc2)c(-c2ccccc2)n1
  47, -9, 0, -1, -19, 11, -0.3, -7[fluorescence artefact?], 0.4
Cc1ccccc1-c1nc(CS(=O)CC(=O)NCCCN(C)c2ccccc2)c(C)o1 (configuration not stated)
  38, 17, 7, -17, -29, 5, -0.5, -2, 0.3
Cc1ccc(NC(=O)c2cccc(OCc3c(C)noc3C)c2)cc1
  -11, 24, -3, -36, -14, 20, 0.1, 1, -0.3
Cc1ccc(/C=C/C(=O)N(Cc2cccs2)C2CCS(=O)(=O)C2)cc1 (configuration not stated)
  6, -14, ., -1, 19, 9, -0.1, -5, -1.0
Cc1ccc(CC(=O)NCCS(=O)c2ccc(C)cc2)cc1 (configuration not stated)
  -7, 26, -1, -89, -16, 7, 0.7, -20, 1.2
CC(=O)Nc1c(O)nc(SCC(=O)Nc2nnc(CC(C)C)s2)[nH]c1=O
  33, 6, 3, 9, 1, 8, 0.2, 3, 0.4
O=C(Nc1nc(=S)ss1)c1ccc(Cl)cc1Cl
  -5, -7, 0, -47, 7, 9, 0.4, 80*, 0.4
CCC1CCCCN1CCn1c(=S)[nH]c2cc(OC)c(OC)cc2c1=O (configuration not stated)
  22, 26, 3, -3, -27, 15, 0.6, -3, 0.4
O=C(CSc1nc(-c2ccccc2)cc(C(F)(F)F)n1)N1CCOCC1
  -3, -5, 1, -85, 4, 7, -0.1, 3, -0.5
CCOc1ccc(NC(=O)c2ccc(CSc3nnc(C)s3)cc2)cc1
  7, -10, -5, -19, 18, 5, 1.4, -4, 3.8
O=C(CN1CCC(C(=O)c2cccc(Cl)c2)CC1)Nc1ccc(C(=O)O)cc1
  4, -3, -2, 13, 25, 10, 1.0, -11, 0.2
Cc1ccc2c(c1)N(CC(=O)NC1CCC(C)CC1)C(=O)CO2 (configuration not stated)
  -24, 7, 4, 14, -11, 3, -0.2, -6[fluorescence artefact?], -1.4
CCC(=O)Nc1cccc(C2=NOC3(C2)C[C@H](C(N)=O)N(C(=O)c2ccc(Cl)cc2)C3)c1 (some centres not stated)
  12, 18, ., -4, ., 6, ., 2, .
COc1ccc(NC(=O)CCC(=O)NCCO)cc1
  -4, ., 3, 18, -22, 0, 1.1, -1, 1.7
CCOC(=O)C(C)Oc1cccc2c(=O)n(CC(=O)Nc3ccc(OCC)cc3)ccc12 (configuration not stated)
  106*, -22, 5, 6, 16, 10, 0.0, 18, 0.1
O=C(Nc1cc2ccccc2oc1=O)c1ccccc1
  61, 48, 1, -3, 10, 6, 0.9, -25, 0.8
O=C(NC(=S)Nc1ccccc1Cl)c1csnn1
  -16, 8, -5, -5, 1, 10, -0.2, 5[fluorescence artefact?], 0.8
CCOc1ccc(-n2c(SCC(=O)Nc3ccccc3CC)nc3n[nH]c(C)c3c2=N)cc1
  28, 22, 2, 38, -8, 6, -1.8, 19, -3.0
CCC(CC)C(=O)NCc1cccnc1
  3, 3, 1, 17, 10, 7, 1.2, -3, 1.2
O=C(CCc1ccc(S(=O)(=O)N2CCOCC2)cc1)NCCc1ccccn1
  1, 10, 3, 9, -1, 7, -0.6, 6, 0.1
COc1cccc(NC(=O)CN2CCSc3ccccc32)c1
  -3, 9, -1, -23, 12, 3, 0.0, -1, 0.7
CC(=O)N1CCN(CC(=O)Nc2c(Cl)cc(Cl)cc2Cl)CC1
  0, 27, -1, 0, -9, 4, 0.2, -3, 1.3
CC(C)CC(NC(=O)C(CC(C)C)NC(=O)OC(C)(C)C)C(N)=O (configuration not stated)
  23, 3, -2, 20, -8, 8, 0.1, -8, -0.7
O=C(/C=C/c1ccco1)NC(=S)Nc1ccc(Cl)cn1
  19, -10, 3, -22, 20, 16, 1.1, -7, 3.1
COc1ccc(Br)cc1C(=O)NCc1cccnc1
  -3, 35, -5, -10, 1, 4, 0.1, 7, -1.3
CSc1ccccc1NC(=O)c1onc(C)c1Cl
  46, 21, 1, 3, -6, 11, -0.9, 5, -1.0
CCc1cccc(CC)c1NC(=O)CO/N=C(\C)c1cccs1
  32, 16, 17, 18, 20, 7, -0.7, 3, -2.1
COc1cccc(OC)c1C(=O)OCC(=O)Nc1ccc(OC(F)(F)F)cc1
  17, 24, 8, 10, -22, 5, -0.5, -3[fluorescence artefact?], -0.7
COc1ccccc1C(c1nnnn1C(C)(C)C)N1CCN(C(=O)c2ccco2)CC1 (configuration not stated)
  18, 9, -2, 0, -13, 13, 0.9, 3, -0.7
O=C(CN1CCN(c2ccccc2)CC1)N1CCN(c2ccccc2)CC1
  31, 28, 6, 14, -3, 9, 0.8, 7[fluorescence artefact?], 0.9
CCC(CC)C(=O)Nc1cccc(C(=O)NCc2ccco2)c1
  14, 21, 0, -5, -12, 12, 0.5, -3, -0.2
CCOC(=O)C1=NOC(CN(c2ccccc2)S(=O)(=O)c2ccc(Cl)cc2)C1 (configuration not stated)
  14, 21, 1, 36, 20, 13, -0.7, 0, -1.6
CCCCCCNc1nc(-c2ccc(OC)cc2)c(CCC(=O)O)s1
  0, 9, 4, 1, 4, 7, 0.3, 8[fluorescence artefact?], -0.8
CCn1c(=O)cc(OCC(=O)Nc2cc(C)ccn2)c2ccccc21
  56, 10, 0, -22, -23, 3, -1.1, -11, -1.0

Molecules from the list above that contain a Cl atom (10):
Second line of a record – CHOP inh, PPC-1+TRAIL kill, NPY-Y1 antag, EP2 modulator, NPY1 pot ag, EP2 antag, TRPML3 agonist, 14-3-3 Bad inh, TRPN1 ag
Cc1c(C(=O)/C=C/N(C)C)nnn1-c1ccc(Cl)cc1C#N
  6, -28, ., 20, -8, 10, 0.9, -1, -0.1
O=C(O)CSc1nnc(-c2cccs2)n1-c1ccc(Cl)cc1
  32, 10, 2, 15, -16, 6, 0.2, -7, 0.7
O=C(Nc1nc(=S)ss1)c1ccc(Cl)cc1Cl
  -5, -7, 0, -47, 7, 9, 0.4, 80*, 0.4
O=C(CN1CCC(C(=O)c2cccc(Cl)c2)CC1)Nc1ccc(C(=O)O)cc1
  4, -3, -2, 13, 25, 10, 1.0, -11, 0.2
CCC(=O)Nc1cccc(C2=NOC3(C2)C[C@H](C(N)=O)N(C(=O)c2ccc(Cl)cc2)C3)c1 (some centres not stated)
  12, 18, ., -4, ., 6, ., 2, .
O=C(NC(=S)Nc1ccccc1Cl)c1csnn1
  -16, 8, -5, -5, 1, 10, -0.2, 5[fluorescence artefact?], 0.8
CC(=O)N1CCN(CC(=O)Nc2c(Cl)cc(Cl)cc2Cl)CC1
  0, 27, -1, 0, -9, 4, 0.2, -3, 1.3
O=C(/C=C/c1ccco1)NC(=S)Nc1ccc(Cl)cn1
  19, -10, 3, -22, 20, 16, 1.1, -7, 3.1
CSc1ccccc1NC(=O)c1onc(C)c1Cl
  46, 21, 1, 3, -6, 11, -0.9, 5, -1.0
CCOC(=O)C1=NOC(CN(c2ccccc2)S(=O)(=O)c2ccc(Cl)cc2)C1 (configuration not stated)
  14, 21, 1, 36, 20, 13, -0.7, 0, -1.6

This is a subset (hit frequency here may not be typical).
